SMN2 splice up: qHTS Assay for Enhancers of SMN2 Splice Variant Expression; Potency, µM (top dose mostly 46.1 µM), for inactives: at the highest dose activity change, positive = activation, actives largely listed as activators; actives 2.8% (n = 210,000); HEK293 SMN2-luciferase splicing reporter, luminescence, 30-36 h; AID 1458, 2008; also: potency is read from the fitted curve at half-maximal effect; % of control where 0% means no effect; nearly all actives have a fitted effect of over 55% in size
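HEK293 cells carry an SMN2 […]–luciferase reporter in which exon 7 inclusion puts luciferase in frame. Cells were plated 10-12 h before compound addition, then incubated 30-36 h at 37C. ONE-Glo luminescence was read; sodium butyrate at 4.5 mM final served as control.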
HttQ103 aggreg: qHTS Multiplex Assay to Identify Dual Action Probes in a Cell Model of Huntington: Aggregate Formation (GFP) | PC12 HttQ103-GFP aggregates, Acumen cytometry, 40 h | Potency, µM (titrated, usually from 46.1 µM), inactives show at the top dose activity change, negative = inhibition, usual class: inhibitors | actives 1.1% (n = 220,000); also: potency is read from the fitted curve at half-maximal effect; % is scaled to controls: 0 for no effect and ±100 for the full control effect; nearly all actives have a fitted effect of over 60% in size
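Inducible Q103 Huntingtin exon 1–GFP PC12 line, 1500 cells/well in phenol red free DMEM with 5% equine and 5% calf serum. Tebufenozide 100 nM induced expression; compounds titrated; aggregates quantified by cytometry.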
LMNA splice mod: qHTS Assay for Modulators of Lamin A Splicing; actives 0.01% (n = 200,000); HeLa LMNA splicing GFP/RFP minigene ratio, 48 h; Potency, µM (doses to about 46.1 µM), inactives show at the top dose ratio change, negative = inhibition, hits mostly inhibitors; active = well fitted inhibition curve with a large enough effect in the signal ratio, with a control signal flat, not every such curve was filed as active; inconclusive = small, poorly fitted or top-dose-only effect, or effect the other way, or a change in a side signal; the % refers to the signal ratio; also: potency is read from the fitted curve at half-maximal effect; % is scaled to controls: 0 for no effect and ±100 for the full control effect
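S3 HeLa cells stably expressing lamin A-EGFP splicing minigene plus DsRed2, 600 cells/well, 48 h compound exposure at 37C. Laser-scanning cytometry; analysed as GFP (500-530 nm)/RFP (575-640 nm) total intensity ratio; 0.5% DMSO vehicle.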
CBFb-RUNX1 inh: qHTS Assay for Compounds Blocking the Interaction Between CBF-beta and RUNX1 for the Treatment of Acute Myeloid Leukemia; Runt-related transcription factor 1 (Homo sapiens) + Core-binding factor subunit beta …; AlphaScreen CBFb-His/RUNX1-biotin binding, biochemical; Potency, µM (doses to about 59.8 µM), inactives show top-dose activity, negative = inhibition, usual class: inhibitors; 230,000 tested, under 10 active; AID 1477, 2009; also: % of control where 0% means no effect
Target sequence (Q01196 whole entry, looked up): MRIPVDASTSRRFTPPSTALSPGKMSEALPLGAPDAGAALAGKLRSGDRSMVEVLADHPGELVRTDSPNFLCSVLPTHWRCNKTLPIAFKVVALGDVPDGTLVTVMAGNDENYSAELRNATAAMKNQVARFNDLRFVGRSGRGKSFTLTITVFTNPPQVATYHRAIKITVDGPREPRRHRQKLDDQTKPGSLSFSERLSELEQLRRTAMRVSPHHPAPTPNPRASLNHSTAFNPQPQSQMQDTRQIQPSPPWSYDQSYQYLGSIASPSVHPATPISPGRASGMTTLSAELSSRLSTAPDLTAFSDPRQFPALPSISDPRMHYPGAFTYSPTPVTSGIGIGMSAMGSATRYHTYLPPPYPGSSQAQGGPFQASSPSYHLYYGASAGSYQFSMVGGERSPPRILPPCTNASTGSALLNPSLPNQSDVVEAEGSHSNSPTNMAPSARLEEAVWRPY
Target sequence (Q13951 whole entry, looked up): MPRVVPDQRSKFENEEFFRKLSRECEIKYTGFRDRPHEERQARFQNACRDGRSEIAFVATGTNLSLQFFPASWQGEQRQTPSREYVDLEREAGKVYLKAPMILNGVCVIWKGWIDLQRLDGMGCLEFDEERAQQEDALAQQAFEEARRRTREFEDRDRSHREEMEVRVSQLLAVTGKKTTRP
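Inhibition was taken as any reduction in AlphaScreen signal from the CBF-beta–RUNX1 pair (His and biotin tags, 30 nM each), measured after compound (15 min) and bead (90 min) incubations at room temperature.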
IMPase Li inh: qHTS Assay for Identifying the Cell-Membrane Permeable IMPase Inhibitors: Potentiation with Lithium; Potency, µM (top dose mostly 59.4 µM), for the others: at the highest dose activity, negative = IMPase inhibition, most hits filed as inhibitors; actives 0.35% (n = 210,000); CHO-M1 cells, IP1 TR-FRET (IP-One), carbachol + lithium;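 also: IP1 builds up when IMPase is blocked and the TR-FRET signal falls; potency is read from the fitted curve at half-maximal effect; plate controls were basal vehicle for no effect and high inhibitor control for full effect; nearly all actives have a fitted effect of over 50% in size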
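Steps: plate 2000 CHO-M1 cells per well and culture 16–30 h; add compound and lithium; incubate 30 min, 37C; add d2-IP1 tracer and Eu cryptate anti-IP1 antibody in lysis buffer; read after 10 min at room temperature.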
Luc counter: Counterscreen for Luciferase (Kinase-Glo TM) Inhibition | Luciferin 4-monooxygenase (Photuris pensylvanica), Q27757 | Kinase-Glo luciferase, ATP luminescence, 8 min | Potency, µM (series often up to 38.3 µM), for inactives: at the top dose activity change, negative = inhibition, hits mostly inhibitors | actives 0.28% (n = 200,000); also: potency is read from the fitted curve at half-maximal effect; % is scaled to controls: 0 for no effect and ±100 for the full control effect; nearly all actives have a fitted effect of over 60% in size
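Kinase-Glo luciferase light output from ATP and luciferin was measured with 10 uM ATP, within the enzyme's linear range. Buffer: 50 mM imidazole pH 7.2, 50 mM KCl, 7 mM MgCl2, 0.01% Tween 20, 0.05% BSA; luminescence read after 8 min at ambient temperature.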
HTT cytoprotect: qHTS Multiplex Assay to Identify Dual Action Probes in a Cell Model of Huntington: Cytoprotection (ATP); actives 0.14% (n = 230,000); Potency, µM (series often up to 56.4 µM), for the others: cytoprotection (ATP increase), most hits filed as activators; PC12 HTT-Q103 induced, cytoprotection, ATP luminescence, 40 h;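 also: potency is read from the fitted curve at half-maximal effect; % of control where 0% means no effect; nearly all actives have a fitted effect of over 45% in size; toxic huntingtin expression switched on by the ecdysone agonist tebufenozide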
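Rat PC12, Q103 Htt exon1-GFP fusion, ecdysone promoter; tebufenozide inducer 100 nM final; compound titration; qHTS, 1500 cells/well; ATPlite luminescent read.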
* = called active by the depositor; ? = inconclusive; · = no result given; [ ] = another dose, or the depositor's remark. Unless noted, calls follow the shape of the dose curve; as a rule, active = well fitted curve in the direction sought with a large enough effect; inconclusive = small, poorly fitted or top-dose-only effect, or another doubt; inactive = no such curve, though single readings can be large; an effect the other way counts as inactive or inconclusive.

SMILES | SMN2 splice up | HttQ103 aggreg | LMNA splice mod | CBFb-RUNX1 inh | IMPase Li inh | Luc counter | HTT cytoprotect
CCOc1cc(C)c(Cl)cc1S(=O)(=O)NCCOC | -1.2% | -8.0% | 4.9% | 14.1% | -4.1% | -8.1% | ·
N#Cc1ccc(CN2CCC3(CC2)CCN(C(=O)c2ccco2)CC3)cc1 | -17.5% | · | · | · | 19.8% | -1.3% | -32.8%[inhibitor]
COc1ccccc1N1CC=C(c2cccc([N+](=O)[O-])c2)NC1=O | · | 8.0%[9.22 µM] | · | 5.9% | · | · | -0.2%[10 µM]
CC1(C)CC2(CCO1)OC(=O)CC2C(=O)Nc1ccccc1Cl (stereo not given) | · | 9.8%[9.22 µM] | · | 19.3% | -3.5% | -0.3% | 16.6%[10 µM]
N#Cc1ccc(S(=O)(=O)N2CCCN(c3nc4ccc(Cl)cc4s3)CC2)cc1 | · | -16.3%[9.22 µM] | 1.7%[46 µM] | -2.5% | · | · | -3.4%[10 µM]
COc1cc(-c2nc(S(=O)(=O)c3ccccc3)c(N3CCOCC3)o2)cc(OC)c1OC | 112.4% | -23.6% | 14.7% | 4.3% | 9.1%[38.3 µM] | -1.7% | -37.6%
COc1cccc(Nc2ncc3nc(-c4ccc(Cl)cc4)c(=O)n(C[C@H]4CCCO4)c3n2)c1 | · | · | ? | · | -5.9% | · | ?
Nc1ccc(C(=O)Nc2cccc(N)c2)cc1 | · | -7.8%[9.22 µM] | · | 12.1% | · | · | 5.4%[10 µM]
COc1ccc(C(=O)N2CCC(n3c(C)nc4cc(F)ccc43)CC2)cc1OC | -13.5% | -15.5% | -3.5% | -3.6% | -7.5%[38.3 µM] | -0.1% | -10.6%[10 µM]
O=C(COc1ccc(Cl)cc1Cl)N/N=C1\CCCc2ccccc21 | -39.7%[inhibitor] | -15.9% | ? | 0.4% | 13.5%[38.3 µM] | 0.2% | -7.5%
COCCNC(=O)CN1C(=O)NC2(CCCCCC2)C1=O | -13.1% | -3.2% | · | -1.9% | 4.8% | 0.1% | 5.1%
O=C(c1ccc(N2CCCCC2)c([N+](=O)[O-])c1)N1CCN(c2ccccn2)CC1 | -16.7% | -21.2% | · | -20.8% | 6.1% | 0.4% | -30.7%
Clc1cccc(-c2csc(Nc3cccnc3)n2)c1 | · | 16.1%[9.22 µM] | · | 2.7% | · | · | 19.5%[10 µM]
Cc1cc(NC(=O)CCC(=O)N(Cc2cccs2)C(C(=O)NC2CCCC2)c2ccccc2)no1 (stereo not given) | -8.6% | -12.8% | -4.7% | 9.7% | 3.6% | 1.6% | 0.0%[10 µM]
CCC(=O)N1CCc2cc(S(=O)(=O)NC(C(=O)NC(C)c3ccccc3)C(C)C)ccc21 (stereo not given) | -13.8% | 18.7% | 5.7% | 6.4% | 7.1%[38.3 µM] | -1.8% | 16.5%
CC(=O)c1ccc(NC(=S)NNC(=O)c2ccncc2)cc1 | 24.9% | -13.5% | 0.3% | 3.6% | 1.7% | 4.5% | -7.0%[10 µM]
O=C(/C=C/c1c(F)cccc1Cl)Nc1ncccn1 | 14.1µM* | ? | -14.4% | -5.7% | 2.8% | -9.3% | 18.4%[0.074 µM]
COc1ccc(N2CCN(C(=O)CCN3C(=S)NC(C)(C)CC3C)CC2)cc1 (stereo not given) | -20.2% | -12.6% | 7.4%[9.22 µM] | 10.0% | 9.2% | -3.9% | -21.0%
Cc1cc(C)nc(NC(=O)c2c(-c3c(Cl)cccc3Cl)noc2C)n1 | -10.7% | -13.0% | -14.0% | 5.1% | 2.2% | 3.3% | 14.1%[10 µM]
COC(=O)c1sc(NC(=O)c2cccc([N+](=O)[O-])c2)c(C(N)=O)c1C | -38.3%[inhibitor] | -8.9% | ? | -2.3% | -3.1% | 0.2% | ·
CCCc1nc2oc3c(=O)[nH]cnc3c2c2c1COC(C)(C)C2 | · | 9.5%[9.22 µM] | · | 11.2% | · | · | 16.8%[10 µM]
COc1ccc(-c2oc3ncnc(N)c3c2-c2ccccc2)cc1 | -35.4%[inhibitor] | 9.6% | -6.6% | 5.0% | 15.2%[38.3 µM] | -0.9% | -10.9%
O=C(CCCCC(=O)Nc1c(I)cc(I)c(C(=O)O)c1I)Nc1c(I)cc(I)c(C(=O)O)c1I | -4.1%[20.6 µM] | · | -6.4% | -8.3%[21.7 µM] | -3.8% | -0.3%[17.1 µM] | 2.8%[40.3 µM]
COc1ccc(-c2cc(=O)n(-c3nc4ccccc4[nH]3)[nH]2)cc1 | ? | 0.0% | ? | 0.0% | 25.7%[38.3 µM] | -26.3% | 1.4%
Cc1ccccc1Nc1oc(-c2ccccc2)nc1-c1ccccc1 | -0.4% | · | · | 4.4% | 26.0% | -21.8% | ?

Continued:
SMILES | SMN2 splice up | HttQ103 aggreg | LMNA splice mod | CBFb-RUNX1 inh | IMPase Li inh | Luc counter | HTT cytoprotect
CCOC(=O)c1ccc(N2C(=O)CC(N3CCOCC3)C2=O)cc1 (stereo not given) | -11.5% | 15.9% | -5.5% | 7.1% | 13.2%[38.3 µM] | 3.0% | -2.2%[0.074 µM]
ClC(Cl)(c1nnnn1-c1ccccc1)c1nnnn1-c1ccccc1 | 0.8% | ? | -25.1% | -4.3% | 13.5% | 1.5% | 16.7%[10 µM]
CCN(CC)CCOC(=O)c1ccc2c(c1)OCCO2 | 4.1% | -7.8% | 1.3% | 2.5% | 33.3%[activator][38.3 µM] | 0.0% | 4.2%
O=C(CCC(=O)c1ccc(F)cc1)Nc1cc(Cl)cc(Cl)c1 | 0.0% | -1.7% | 9.7% | 14.3% | -3.3%[38.3 µM] | -2.2% | -20.1%
CCN(CC)c1ccc(NC(=O)c2ccco2)c(C)c1 | -5.3% | ? | -1.9% | -2.1% | 32.6%[38.3 µM] | 0.0% | -20.6%[0.074 µM]
COc1cccc(-c2nc(CSCC(=O)NCC3CCCO3)c(C)o2)c1 (stereo not given) | -18.8% | 5.9% | ? | 5.5% | -5.4%[38.3 µM] | -3.6% | -11.3%
Cc1ccc(NC(=S)NC(=O)/C=C/c2ccc(Cl)cc2)cc1 | 1.2% | 6.5% | -19.0% | -6.8% | 5.9% | 1.5% | 38.4%[10 µM]
COc1cccc(C(C(=O)NC2CCCCC2)N(C(=O)c2ccccn2)c2cccnc2)c1 (stereo not given) | · | -3.3%[9.22 µM] | 30.9%[46 µM] | 1.8% | 5.8% | -7.1% | -3.7%[10 µM]
CCOc1ccc(-n2c(N)c(C(=O)NCC3CCCO3)sc2=S)cc1 (stereo not given) | 20.9% | 11.0% | 5.3% | -0.1% | 3.1%[38.3 µM] | -7.6% | 2.7%
O=C(Cc1cccs1)N1CCC(c2nc3c(nnn3Cc3ccccc3)c(=O)[nH]2)CC1 | 20.6% | 0.0% | 12.6% | 6.8% | -19.1%[38.3 µM] | 2.8% | -1.2%
Oc1[nH]c2ccccc2c1N=Nc1ccccc1F | 22.4µM* | -2.2%[9.22 µM] | ? | 1.0% | -4.4% | -3.1% | 16.9%[10 µM]
Cc1nc(SCc2cccc(Oc3ccccc3)c2)n[nH]1 | -2.2% | -7.2% | 6.2% | 0.3% | -4.2%[38.3 µM] | 1.8% | -15.3%
Cn1cc(/C=C2/SC(=O)N(c3ccccc3)C2=O)c2ccccc21 | 13.2% | 7.9% | 0.9% | -0.9% | 10.5%[38.3 µM] | 1.5% | -4.7%
Cc1nc2ccc(C(=O)N3CCSCC3)cc2s1 | 25.4% | 5.9% | -7.4% | 1.3% | 26.0%[38.3 µM] | -0.9% | 27.9%[1.9 µM]
CCOC(=O)C(Cc1ccccc1)NC(=O)Cn1nnc(-c2ccc(SC)cc2)n1 (stereo not given) | -11.5% | 8.7% | ? | -1.0% | 7.7%[38.3 µM] | -2.2% | -2.0%
CC(C)CC1NC(=O)N(Cc2nc3ccccc3s2)C1=O (stereo not given) | · | -14.6%[9.22 µM] | · | 10.2% | · | · | 14.2%[10 µM]
Cc1cc(C(=O)c2cccs2)c(N)s1 | -0.4% | -9.2% | 2.0% | -14.1% | -9.5%[38.3 µM] | -1.0% | 6.1%
CCOc1ccc(OCCCC(=O)O)cc1 | 0.8% | -16.6% | 1.5% | 9.0% | 5.6%[38.3 µM] | -1.1% | -16.9%
CCCC1=C(C(=O)OCC)C(c2ccc(F)cc2)n2ncnc2N1 (stereo not given) | -7.6% | 12.9% | ? | 10.2% | -29.0%[38.3 µM] | 8.5% | -6.3%[0.074 µM]
CCOc1ccc(-c2cc(C(=O)O)c3ccccc3n2)c(OCC)c1 | 117.6% | 18.8% | ? | 0.6% | -11.4% | -0.3% | -13.4%
CCc1cc(=O)oc2c(C)c(O)c(CN3CCCCC3)cc12 | · | -5.3% | -6.8% | 9.2% | · | · | -17.9%
Cc1cc(S(=O)(=O)N2CCN(Cc3ccccc3)CC2)c(C)s1 | -29.6% | -13.9% | -18.1% | 7.0% | 10.5%[38.3 µM] | 3.6% | 3.9%
CC1CCN(C(=O)c2ccc(NS(=O)(=O)c3cccc4cccnc34)cc2)CC1 | · | -19.2%[9.22 µM] | · | -5.7% | · | · | 12.0%[10 µM]
COc1cc(NS(=O)(=O)c2ccc(Nc3nc(-c4cccc([N+](=O)[O-])c4)cs3)cc2)nc(OC)n1 | 7.2% | 15.7% | 15.5% | -26.9% | 4.6% | 3.0% | ·
CCOC(=O)CCSc1nc2c(c(C(F)(F)F)c1C#N)CCC2 | 21.5% | -7.1% | 1.3% | ? | 18.7%[38.3 µM] | 3.4% | -8.8%
COc1ccc(Cl)cc1NC(=O)CN(C)CC(=O)Nc1ccccc1-c1ccccc1 | -15.4% | -2.8% | 7.0%[46 µM] | -1.7% | 9.9% | -1.5% | -0.6%[10 µM]
O=S(=O)(C[C@H](O)C(Cl)(Cl)Cl)NNc1ccccc1 | 2.9%[9.22 µM] | · | · | · | 2.5% | -2.2%[7.66 µM] | -2.3%[10 µM]

Source: PubChem BioAssay
